# RGS4 inhibitor: human RGS4 inhibition | Potency, µM (titrated, usually from 114 µM), for inactives: top-dose activity change, negative = inhibition, usual class: inhibitors | actives 0.039% (n = 390,000) | Transcreener GDP fluorescence polarization, RGS4-accelerated GTP hydrolysis; note: % is set by controls: 0 for no effect and ±100 for the full control effect; nearly all actives have a fitted effect of over 75% in size; some results filed as inactive show a strong effect at the top dose
#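 MLSMR compounds (23 nl, pin-transferred) preincubated 10 min at room temperature with a 500nM (2x) first reagent, then RGS4 at 900nM (2x) plus Transcreener GDP mix added; fluorescence polarization (620/688 nm) read before and after 90 min at 30 °C.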
# RXFP1 agonist: RXFP1 (human) receptor agonism; Potency, µM (series often up to 57.5 µM), without a hit: at the highest dose activation, most hits filed as activators; HEK293T-RXFP1 cAMP TR-FRET, 30 min; response scale: percent of porcine relaxin response, buffer zero; actives 0.3% (n = 370,000); Q9HBX9; note: % is set by controls: 0 for no effect and ±100 for the full control effect; nearly all actives have a fitted effect of over 60% in size; many of its hits are not listed in these tables
#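 Agonist response is measured as cAMP accumulation in an RXFP1-transfected HEK293T line under PDE4 inhibition. Values are scaled between buffer-only and 29 nM porcine relaxin, and EC50s come from standard Hill equation fits.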
# Vif-APOBEC3G blk: Vif-A3G binding inhibition; Q9HC16; HeLa A3G-eYFP + Vif (tagged APOBEC3G with the HIV-1 protein that degrades it), YFP fluorescence, overnight; Potency, µM (series often up to 46.1 µM), for the others: top-dose activity, negative = active, usual class: inhibitors; actives 0.076% (n = 410,000); AID 602310;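 note: % is set by controls: 0 for no effect and ±100 for the full control effect; nearly all actives have a fitted effect of over 60% in size; hits raise eYFP signal because A3G escapes Vif-driven loss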
#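 HeLa cells stably expressing Vif and C-terminally eYFP-tagged A3G, seeded overnight at 37 deg C, then exposed to compound by pintool overnight at 37 deg C. Rise in yellow fluorescence (Ex 488/Em 500-530, Acumen) marks blocked Vif-driven A3G degradation.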
# mIDH1 inhibitor: human IDH1 R132H inhibition. O75874. IDH1-R132H enzyme, NADPH consumption, diaphorase/resazurin fluorescence. Potency, µM (titrated, usually from 76.6 µM), inactives show top-dose activity change, negative = inhibition, most hits filed as inhibitors. actives 0.093% (n = 390,000). AID 602179; note: % is set by controls: 0 for no effect and ±100 for the full control effect; nearly all actives have a fitted effect of over 65% in size
# Target sequence (O75874 whole entry R132H, stated change not applied): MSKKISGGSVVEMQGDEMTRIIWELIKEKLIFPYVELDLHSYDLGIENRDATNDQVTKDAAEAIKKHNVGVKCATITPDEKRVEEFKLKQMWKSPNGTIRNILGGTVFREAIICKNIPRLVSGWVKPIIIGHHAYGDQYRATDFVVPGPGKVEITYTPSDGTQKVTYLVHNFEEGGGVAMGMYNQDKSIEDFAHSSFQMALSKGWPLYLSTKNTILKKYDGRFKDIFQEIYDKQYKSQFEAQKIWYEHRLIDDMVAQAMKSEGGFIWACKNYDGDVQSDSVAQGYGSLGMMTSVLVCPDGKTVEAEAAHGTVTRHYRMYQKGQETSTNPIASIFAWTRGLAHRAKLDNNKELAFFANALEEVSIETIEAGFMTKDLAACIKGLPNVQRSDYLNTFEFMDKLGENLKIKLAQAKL
#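 IDH1-R132H (0.5 ug/mL dispensed) in pH 7.5 Tris buffer was preincubated 30 min with compound, then given a substrate mix of 0.016 mM NADPH and 2 mM alpha-KG for 80 min at room temperature; remaining NADPH was read by diaphorase/resazurin fluorescence.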
# rTrxR1 inhibitor: inhibitors of rat thioredoxin reductase 1. actives 1% (n = 390,000). recombinant rTrxR1, NADPH fluorescence consumption, selenite substrate. Potency, µM (highest dose often 114 µM), for the others: at the top dose activity change, negative = inhibition, usual class: inhibitors. O89049. AID 588453; note: % is set by controls: 0 for no effect and ±100 for the full control effect; nearly all actives have a fitted effect of over 65% in size
# Target sequence (O89049 whole entry, looked up): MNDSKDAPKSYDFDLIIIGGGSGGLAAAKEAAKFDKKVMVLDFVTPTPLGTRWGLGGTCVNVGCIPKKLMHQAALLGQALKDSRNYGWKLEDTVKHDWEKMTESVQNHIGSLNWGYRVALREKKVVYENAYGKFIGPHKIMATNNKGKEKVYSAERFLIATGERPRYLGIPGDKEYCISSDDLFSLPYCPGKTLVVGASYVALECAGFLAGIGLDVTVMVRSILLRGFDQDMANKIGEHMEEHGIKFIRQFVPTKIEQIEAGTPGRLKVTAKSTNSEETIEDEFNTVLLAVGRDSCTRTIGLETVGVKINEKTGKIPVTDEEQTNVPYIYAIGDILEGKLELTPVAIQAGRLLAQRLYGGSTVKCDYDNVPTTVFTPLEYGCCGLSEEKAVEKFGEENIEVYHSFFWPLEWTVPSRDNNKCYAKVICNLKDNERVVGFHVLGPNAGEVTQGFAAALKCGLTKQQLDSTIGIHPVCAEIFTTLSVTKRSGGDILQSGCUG
#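 Rat TrxR1 (90 nM in the dispensed reagent) was pre-reduced with 400 uM NADPH for 5 min at room temperature, then incubated with compound for 15 min. After 400 uM selenite was added, NADPH fluorescence (Ex 340/Em 450 nm) was followed for 8 min.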
# USP1-UAF1 inh: inhibitors of human USP1/UAF1 deubiquitinase; recombinant USP1/UAF1, Ub-Rhodamine cleavage fluorescence; Potency, µM (doses to about 57.1 µM), inactives show at the highest dose activity change, negative = inhibition, hits mostly inhibitors; O94782; AID 743255; actives 0.23% (n = 390,000); note: % is set by controls: 0 for no effect and ±100 for the full control effect; nearly all actives have a fitted effect of over 60% in size; inactives centre near -12
#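 USP1/UAF1 complex at 1 nM was preincubated with compound for 15 min at room temperature, then Ub-Rho substrate (150nM final) was added. Fluorescence (480/540 nm) was read kinetically, 6 reads every 60 seconds.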
# 12-LOX inh: ALOX12 (human) lipoxygenase inhibition; Potency, µM (titrated, usually from 108 µM), for inactives: top-dose activity change, negative = inhibition, most hits filed as inhibitors; purified 12hLO, xylenol orange hydroperoxide absorbance; actives 1.1% (n = 580,000); P18054; note: % is set by controls: 0 for no effect and ±100 for the full control effect
#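 Purified human 12hLO (150 nM final) in 25 mM Hepes, 0.01% Triton X-100, pH 7.0 was preincubated 15 min at room temperature with compound. Then 40 uM arachidonic acid was added, 30 min. Hydroperoxide was read by Fe-XO absorbance ratio 573/405 nm.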
# Vif-APOBEC3F blk: inhibitors of Vif-A3F interaction. HeLa A3F-eYFP + Vif (tagged APOBEC3F with the HIV-1 protein that degrades it), YFP fluorescence increase. Potency, µM (doses to about 46.1 µM), for the others: at the highest dose activity, negative = active. actives 0.2% (n = 390,000). AID 602313; note: % of control where 0% means no effect; nearly all actives have a fitted effect of over 65% in size
#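 Fluorescence increase (Ex 488/Em 500-530) after overnight compound treatment at 37 deg C flags inhibition of Vif-driven A3F-eYFP loss in stable HeLa A3F-eYFP/Vif cells seeded overnight beforehand.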
# TrxR1 substrate: is turned over as a substrate by rat TrxR1; purified TrxR1 substrate turnover, NADPH consumption readout; actives 0.01% (n = 390,000); Potency, µM (doses to about 114 µM), for the others: top-dose activity change, negative = substrate turnover; O89049; note: % is set by controls: 0 for no effect and ±100 for the full control effect; nearly all actives have a fitted effect of over 50% in size
#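 Rat TrxR1, dispensed at 90 nM, was prereduced with 400 uM NADPH (final) for 5 min at ~22 deg C, then incubated with compound 15 min before 400 uM selenite. A first-read NADPH fluorescence drop versus no-compound background flagged substrates.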
# An asterisk follows results filed as active; ? = inconclusive; . = not tested or not shown; [ ] = another dose, or the depositor's remark. Calls come from the whole dose curve; as a rule, active = well fitted curve in the direction sought with a large enough effect; inconclusive = small, poorly fitted or top-dose-only effect, or another doubt; inactive = no such curve, though single readings can be large; an effect the other way counts as inactive or inconclusive. Potency is the fitted concentration of half-maximal effect. This is a subset; rates above refer to the full screens.
SMILES	RGS4 inhibitor	RXFP1 agonist	Vif-APOBEC3G blk	mIDH1 inhibitor	rTrxR1 inhibitor	USP1-UAF1 inh	12-LOX inh	Vif-APOBEC3F blk	TrxR1 substrate
COc1ccc(OC)c(S(=O)(=O)N(C)CC(=O)N2CCN(c3cccc(Cl)c3)CC2)c1	-30%	-0.2%	-1%	6%	17%	-15%	0%	7%	7%[57.1 µM]
CCC(NC(=O)c1ccccc1NC(=O)c1ccco1)C(=O)NNC(=O)c1ccncc1 (stereo not given)	-2%	-1.7%	-1%	2%	-11%	-7%	0%	-5%	-2%
CCCNC(=O)C(=O)Nc1ccc2c(c1)N(S(=O)(=O)c1cccs1)CCC2	-31%	-0.3%	?	11%	-9%	-18%	-3%	3%	-6%
CC1CCCN(c2ccc(C(=O)OCC(=O)N3c4ccccc4Sc4ccccc43)cc2[N+](=O)[O-])C1 (stereo not given)	-17%	-0.8%	-4%	2%	-5%	-12%	-25%	0%	-12%
Cc1nc(C(=O)NNC(=O)Nc2ccc(Cl)cc2)cs1	-13%	2.4%	3%	0%	4%[57.1 µM]	-2%	264%[activator]	-1%	4%[57.1 µM]
COc1ccc(NC(=O)C23CC4CC(C2)CC(n2cnc(Br)n2)(C4)C3)cc1OC	32%	-3.0%	2%	10%	11%	4%	13%	-4%	-6%
CCOc1ccccc1Nc1nc(-c2ccc(C)cc2)c(CC(=O)O)s1	5%	5.9%	-26%	0%	-15%	4%	?	-10%	-2%
COCc1c(C(=O)NCCc2ccc(OC(F)F)cc2)oc2ccccc12	3%	.	5%	5%	12%	-28%	3%	1%	-6%
CC(C)NC(=O)CN(c1cccc([N+](=O)[O-])c1)S(=O)(=O)c1ccccc1	-8%	0.0%	-2%	1%	19%	-12%	1%	-1%	0%
COc1ccc(N(C(=O)c2ccccc2OC(C)=O)C(C)C2CC2)cc1 (stereo not given)	-17%	0.0%	-3%	2%	-6%	-19%	0%	-5%	-6%
CCCNC(=O)c1ccccc1SCc1c(C)noc1C	-17%	4.1%	3%	2%	16%	-11%	0%	-6%	-5%
COc1ccc(S(=O)(=O)N(C)C[C@H]2Oc3ccc(NS(=O)(=O)c4ccccc4)cc3CC(=O)N([C@H](C)CO)C[C@@H]2C)cc1	-10%	.	1%	6%	7%	-31%	-5%	11%	1%
COc1ccc(/C=C2\SC(=S)N(CCC(=O)Nc3cccc(C(=O)O)c3)C2=O)cc1	-37%	-0.9%	-3%	-6%	5%	-26%	-86%	15%	-6%
CCOc1ccccc1NC(=O)c1cnc2n(c1=O)CCS2	-18%	7.4%	-1%	1%	-2%	-21%	0%[57.4 µM]	-13%	4%
Cc1ccc2nc(CN3CCN(C(=O)Nc4ccc(F)cc4)CC3)oc2c1	12%	-1.2%	4%	0%	14%[57.1 µM]	-9%	-18%	3%	2%[57.1 µM]
O=[N+]([O-])c1cc([N+](=O)[O-])c(Oc2ccc(F)cc2F)cc1NN1CCCCC1	5%	-1.8%	-1%	-7%	-1%[57.1 µM]	15%	5%	-3%	0%[57.1 µM]
Oc1ccccc1-n1c(-c2ccccc2)ccc1-c1ccccc1	-3%	-0.1%	-7%	12%	-1%[57.1 µM]	-19%	?	-3%	25%
CCN1CCN(c2csc3ccc(F)cc3c2=O)CC1	-33%	0.4%	1%	0%	-6%[57.1 µM]	-15%	-7%	4%	-3%[57.1 µM]
Clc1ccc(CNc2ccc(CNc3ncn[nH]3)cc2)c(Cl)c1	16%	-2.0%	3%	-13%	-8%	-6%	357%[activator]	18%	-12%
CN1CCN(NC(=O)c2cn(-c3ccccc3)nc2-c2ccc(OC(F)F)cc2)CC1	-7%	1.2%	2%	0%	0%[57.1 µM]	5%	-28%	8%	-1%[57.1 µM]
CC(=O)c1c(C)nc(Nc2nc3ccccc3s2)nc1C	6%	?	-5%	-1%	27%	-25%	0%	1%	6%
CCC(=O)Nc1cc(C(=O)OCC(=O)c2ccccc2)ccc1C	-10%	2.7%	0%	4%	-11%	5%	-4%	-4%	-16%
CCOc1ccc(-c2nc(CSCC(=O)NCc3ccco3)c(C)o2)cc1	-28%	0.8%	-3%	4%	-11%	-16%	0%	-7%	9%
CC(NC(=O)c1ccco1)C(=O)N1CCN(C(c2ccccc2)c2ccccc2)CC1 (stereo not given)	-3%	0.3%	-1%	1%	-11%	-11%	.	-1%	-11%
O=C(OCC(=O)N1c2ccccc2Sc2ccccc21)C1CC(=O)N(Cc2ccco2)C1 (stereo not given)	-15%	-1.2%	-3%	3%	0%	-16%	?	0%	4%
Oc1ccc(Nc2ccnc3cc(Cl)ccc23)cc1	-5%	-1.9%	7%	-1%	14%	-11%	-20%	-17%	1%
Cc1ccc(-n2nc3c(c2NC(=O)CC(C)C)CS(=O)(=O)C3)cc1	-23%	3.0%	4%	3%	5%	-22%	-1%	-13%	2%
CC1(C(=O)NC2CCCC2)CCC(=O)N1Cc1ccccc1 (stereo not given)	-6%	1.0%	-1%	7%	-10%	-4%	-7%	2%	-10%
Cc1cc(C)n(C(=O)c2ccc(C)c(F)c2F)n1	2%	-1.8%	2%	2%	-8%	-14%	9%	-6%	-6%
NC(=O)C1CCN(C(=O)CSc2nc3c(c(-c4ccccc4)n2)CCCC3)CC1	-24%	2.3%	2%	5%	-12%	-17%	-20%	1%	-9%

# The final 3 entries of the part above are carried over, then new ones follow.
SMILES	RGS4 inhibitor	RXFP1 agonist	Vif-APOBEC3G blk	mIDH1 inhibitor	rTrxR1 inhibitor	USP1-UAF1 inh	12-LOX inh	Vif-APOBEC3F blk	TrxR1 substrate
CC1(C(=O)NC2CCCC2)CCC(=O)N1Cc1ccccc1 (stereo not given)	-6%	1.0%	-1%	7%	-10%	-4%	-7%	2%	-10%
Cc1cc(C)n(C(=O)c2ccc(C)c(F)c2F)n1	2%	-1.8%	2%	2%	-8%	-14%	9%	-6%	-6%
NC(=O)C1CCN(C(=O)CSc2nc3c(c(-c4ccccc4)n2)CCCC3)CC1	-24%	2.3%	2%	5%	-12%	-17%	-20%	1%	-9%
Cn1c(N)c(C(=O)COC(=O)CCCN2C(=O)c3ccccc3C2=O)c(=O)n(C)c1=O	14%	12%	-4%	19%	19%	-26%	-5%	?	4%
C=CCNc1ncnc2c1cnn2-c1ccc(C)cc1C	23%	0.0%	-5%	2%	28%	-25%	?	1%	9%
COc1ccc(-c2nc3c(c(SCC(=O)N4CCOCC4)n2)COC(C)(C)C3)cc1	-7%	1.2%	-4%	7%	-5%	-13%	?	-6%	-8%
COc1ccc(NC(=O)CCNS(=O)(=O)c2ccc3c(c2)CCCC(=O)N3)cc1	41%	-3.7%	-2%	-7%	13%	-17%	-6%	4%	-4%
CCOC(=O)N1CCN(C(=O)c2cn(CC)c3ccc(S(=O)(=O)N4CCOCC4)cc3c2=O)CC1	28%	0.0%	1%	-5%	13%	-5%	0%	-2%	1%
COc1ccccc1Nc1nc(N2CCCC2)nc(N2CCOCC2)n1	-6%	.	5%	.	2%	.	8%	6%	2%
CC(C(=O)NC(=O)NC1CCCCC1)N1CCN(c2ccccn2)CC1 (stereo not given)	-20%	0.0%	-1%	4%	8%[57.1 µM]	-22%	?	-1%	10%[57.1 µM]
O=C(O)c1cc(N/N=C/c2c(O)ccc3ccccc23)ccc1Cl	-10%	-0.5%	-2%	9%	-12%	-17%	?	-2%	-5%
CCC1CCCCN1S(=O)(=O)c1cc2c(cc1C)NC(=O)CO2 (stereo not given)	13%	0.3%	1%	-20%	-8%	-8%	-58%	2%	-16%
N#Cc1ccccc1NC(=O)C(=O)NCC(c1cccnc1)N1CCN(c2ccccc2)CC1 (stereo not given)	-20%	4.1%	1%	0%	14%	3%	-20%	2%	-4%
O=C(OCCN(CCOC(=O)c1ccncc1)S(=O)(=O)c1cccs1)c1ccncc1	16%	-0.2%	3%	3%	-8%	-18%	1%	-12%	-2%
CCN(CC)C(=O)CC(c1ccc(F)cc1)c1ccco1 (stereo not given)	-24%	-0.1%	0%	7%	-52%	-10%	?	0%	4%[57.1 µM]
O=C(NCc1ccco1)C1CCN(S(=O)(=O)c2cccc([N+](=O)[O-])c2)CC1	-10%	0.0%	1%	-3%	4%	-4%	-21%	-12%	3%
Cc1ccc(C)c(-n2nnnc2SCC(=O)Nc2cccc(-c3nnc4n3CCCCC4)c2)c1	0%	1.3%	-1%	5%	12%	-18%	0%	-7%	1%
COc1ccc(-c2[nH]ncc2CN(CCO)CC23CC4CC(CC(C4)C2)C3)c(OC)c1	15%	-1.6%	2%	-2%	16%	-16%	24%	11%	-1%
CSc1nc(N)nc2c1ncn2CC(=O)Nc1ccc(C)c(C)c1	-31%	.	-2%	-1%[38.3 µM]	14%	-23%	-4%	-4%	2%
c1ccc(CCn2c(SCc3ccccc3)nnc2-c2ccncc2)cc1	-26%	-2.8%	1%	1%	9%	-6%	38%[activator]	-5%	-1%
O=C(O)c1ccc(N2CCCC2=O)cc1	-15%	-0.2%	0%	11%	?	5%	0%	4%	7%
